# Source: PubChem
# AddAB inh = less growth of phage-infected E. coli with AddAB; E. coli expressing H. pylori AddAB, absorbance growth; inhibition, % at 11.9 µM; 330,000 tested, 0.29% active; AID 435030; in the data active means inhibition above about 12%;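 further: 0% = vehicle wells of infected cells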
# PfHsp90 set2 = growth inhibition of yeast expressing Plasmodium Hsp90 | 310,000 tested, 0.32% active | inhibition, % at 9.4 µM | S. cerevisiae expressing PfHsp90, BacTiter-Glo ATP, 48 h; yeast lacking PDR1 and PDR3 efflux regulators;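 active means every replicate shows inhibition above about 80%, whatever the replicate mean, limit read from the data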;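 further: 0% = DMSO neutral controls and 100% = 20 µM radicicol positive controls; yeast relying on Plasmodium falciparum Hsp90 in place of its own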
# HTR5A ag = HTR5A agonism, opioid heterodimer counter-screen | activation, % at 9.3 µM | 340,000 tested, 0.61% active | HTR5A agonist assay, luminescence, cell-based | AID 504692; in the data active means activation mostly above about 9.5%, no sharp cut-off; inactive means mostly below about 7.6%;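 further: 0% = cells with vehicle only and 100% = reference agonist; strong numbers were not always called active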
# Mot1-301 SUMO = inhibitors of SUMOylation pathway: yeast Mot1-301 growth rescue; S. cerevisiae Mot1-301 growth rescue, ATP luminescence, 38.5C; percent above DMSO median, 100 means doubled; growth rescue, % at 18.8 µM; 320,000 tested, 1% active;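 active means every valid replicate shows activation above 250% relative to neutral control wells; inactive means the rest, any valid replicate at or below 250%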;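 further: OY570 slx delta 5 strain wells were the positive control but not used for scaling; some compounds called inactive have numbers as strong as hits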
# PKA-R1A activ = PKA-R1A complex activation | 340,000 tested, 0.083% active | PKA-R1A dissociation, Cy5-IP20 fluorescence polarization; scaled: DMSO 0%, 113 µM cGMP 100% | activation, % at 11.4 µM;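 active means percent activation above the mean of all tested compounds plus 3 SD, cut at about 19% in these data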;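 further: higher means more PKAc released from R1A so a rise in polarization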
# DSG3 Ab inh = inhibitors of pemphigus antibody binding to human desmoglein-3 | P32926 | DSG3-coupled beads, scFv-anti-DSG3-GFP binding, flow cytometry; active compounds read low | binding (percent of control), % at 10 µM | 310,000 tested, 0.48% active | AID 588358;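 active means binding more than 3 SD below its plate's average and above zero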;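 further: hits lower antibody fragment binding to DSG3; some compounds called inactive have numbers as strong as hits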
# E coli growth = counter-screen for AddAB inhibitors: E. coli growth inhibition | E. coli V3065 growth, OD600 absorbance, 18 h | inhibition, % at 11.9 µM | 330,000 tested, 0.27% active | AID 449728;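 active means inhibition above the campaign's mean inhibition across all tested compounds plus 3 SD, cut at about 9.9% in these data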;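 further: uninfected addAB+ strain grown without phage in ampicillin broth; 0% = DMSO wells and 100% = ciprofloxacin 0.95 µg/ml wells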
# phage Ecoli inh = E. coli growth loss with phage present | inhibition, % at 11.9 µM | 360,000 tested, 0.26% active | AID 651602 | growth absorbance; in the data active means inhibition above about 11%
# MOR-DOR ag = OPRM1-OPRD1 heterodimerization agonism; P35372+P41143; cells, luminescence; activation, % at 9.3 µM; 340,000 tested, 0.3% active; AID 504326; in the data active means activation above about 18%;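 further: 0% = vehicle-treated cells and 100% = reference agonist; values of inactives mirror those of a sister screen read the other way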
# Target sequence (P35372 whole entry, looked up): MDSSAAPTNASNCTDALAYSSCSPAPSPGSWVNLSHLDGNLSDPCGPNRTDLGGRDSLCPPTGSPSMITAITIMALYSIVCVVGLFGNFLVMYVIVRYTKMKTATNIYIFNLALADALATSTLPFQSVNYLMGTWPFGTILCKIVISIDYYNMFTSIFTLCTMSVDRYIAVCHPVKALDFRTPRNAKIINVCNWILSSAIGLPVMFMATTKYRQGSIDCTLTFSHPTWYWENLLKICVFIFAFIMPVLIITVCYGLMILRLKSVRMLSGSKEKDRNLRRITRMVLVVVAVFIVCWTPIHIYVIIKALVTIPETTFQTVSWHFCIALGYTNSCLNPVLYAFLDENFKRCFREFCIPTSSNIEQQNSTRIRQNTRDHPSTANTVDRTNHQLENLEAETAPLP
# Target sequence (P41143 whole entry, looked up): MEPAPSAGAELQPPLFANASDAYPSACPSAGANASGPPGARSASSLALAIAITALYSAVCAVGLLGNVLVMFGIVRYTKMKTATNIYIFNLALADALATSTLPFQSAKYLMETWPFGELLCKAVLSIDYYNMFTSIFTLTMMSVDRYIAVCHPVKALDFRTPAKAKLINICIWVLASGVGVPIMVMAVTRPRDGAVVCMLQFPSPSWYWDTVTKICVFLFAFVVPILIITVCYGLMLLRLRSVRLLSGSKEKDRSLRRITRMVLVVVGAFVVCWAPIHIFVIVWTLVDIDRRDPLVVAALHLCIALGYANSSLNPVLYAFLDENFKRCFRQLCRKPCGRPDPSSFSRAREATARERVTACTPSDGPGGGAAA
# HTR5A inv ag = HTR5A inverse agonism, opioid heterodimer counter-screen; inhibition, % at 9.3 µM; 340,000 tested, 0.083% active; HTR5A cell line, luminescence; AID 504634; P47898; in the data active means inhibition mostly above about 23%, no sharp cut-off; inactive means mostly below about 18%;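 further: 0% = cells with DMSO and 100% = no-cell wells with DMSO; some compounds called inactive have numbers as strong as hits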
# OPRM1-OPRD1 inv = inverse agonists of human mu-delta opioid receptor heterodimerization; inhibition, % at 9.3 µM; 340,000 tested, 0.21% active; P35372+P41143; cell-based MOR-DOR heterodimer luminescence, inverse agonism; in the data active means inhibition above about 22%, passing the limit was not always enough;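 further: 0% = cells with DMSO and 100% = wells without cells with DMSO; values of inactives mirror those of a sister screen read the other way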
# Numbers without * were called inactive; . = not tested or not shown.
SMILES,AddAB inh,PfHsp90 set2,HTR5A ag,Mot1-301 SUMO,PKA-R1A activ,DSG3 Ab inh,E coli growth,phage Ecoli inh,MOR-DOR ag,HTR5A inv ag,OPRM1-OPRD1 inv
COc1cc(C(=O)/C=C/Nc2ccc(NC(C)=O)cc2)cc(OC)c1OC,2.5,6,2,15,-2,128,-1.0,0.9,-1.0,0,6
O=C(Nc1nnc(COc2ccc(F)cc2)s1)c1cccs1,2.7,-17,-2,940*,-1,95,1.3,-0.9,-1.3,-2,5
CCOc1ccc(OCCC(=O)OCC(=O)Nc2ccc3c(c2)OCCO3)cc1,-1.2,1,2,1,-1,103,-0.5,0.4,0.1,-6,0
Cn1c(CNC(=O)c2ccco2)nnc1SCC(=O)c1ccccc1,-1.3,10,0,1,1,78,0.8,1.2,-2.0,-1,11
CCCN1C(=O)/C(=C2/C=Cc3ccccc3N2CC)SC1=S,5.1,10,-8,-18,-8,99,1.5,1.6,-4.3,19,23
COc1ccc(NC(=O)c2c(NC(=O)CNCC(C)C)sc3c2CCC3)c(OC)c1,3.9,-7,3,6,5,107,-0.6,1.7,-3.2,12,15
O=C(Nc1ccccc1N1CCCC1)C1CCN(S(=O)(=O)c2cccc(C(F)(F)F)c2)CC1,-1.1,.,3,129,2,108,1.1,3.4,0.2,-9,-1
CCOC(=O)c1ccc(N2CCN(c3ccccc3F)CC2)c(NC(=O)Nc2ccccc2)c1,0.7,-3,6,0,-8,109,-1.3,3.0,1.2,7,-7
O=C(N/N=C/c1ccncc1)c1nc2ccccc2c(=O)[nH]1,1.1,-16,1,-19,-7,100,-0.6,-0.8,-1.5,-3,8
O=C1C=C(Nc2ccc(F)cc2)c2ccccc2C1=O,2.5,32,2,-3,-3,118,-1.2,0.9,8.3,-6,-34
Cc1ccc(NC(=O)c2noc3c2CC(C(C)(C)C)CC3)cc1 (centres undefined),0.1,.,0,-10,-5,104,0.4,1.3,-0.7,-2,4
CCN(CC)C(=O)Cn1cc(C(=O)C(=O)N2CCc3ccccc32)c2ccccc21,-0.5,6,-3,-9,1,114,0.0,1.5,-0.8,6,4
COc1ccc(CCNc2ncnc3c2c(C)c(C)n3CCCN(C)C)cc1OC,-0.1,-6,0,-3,3,97,-0.3,1.0,0.3,1,-1
Cc1cc(NC(=O)CC2CCCC2)n(-c2nc3ccccc3[nH]2)n1,-0.9,4,-1,23,1,96,-3.0,-0.5,-2.5,4,14
Cc1ccc(-c2nc(CS(=O)CC(=O)NCCN3CCCC3)c(C)o2)cc1 (centres undefined),-1.1,3,1,2,7,112,2.1,3.3,0.7,4,-4
CC(=O)Cc1nsc(NC(=O)c2ccc(COc3cccc(C)c3)o2)n1,2.6,22,4,-10,-1,95,-1.3,2.2,-2.4,-4,12
O=c1c(F)cn(C2CCCO2)c(=O)n1Cc1ccccc1Cl (centres undefined),1.4,4,0,-18,4,101,2.5,0.7,-0.6,20,3
c1ccc(-c2nn3c(C4CCCCC4)nnc3s2)cc1,-0.2,-20,-2,65,2,.,1.4,3.3,-0.9,2,5
O=C(NCc1ccccc1)c1ccc(CS(=O)(=O)c2ccccc2)o1,2.2,5,-3,-5,13,.,-1.9,0.7,0.5,20,-3
Cc1ccc(-n2nc3c(=O)n(CC(=O)NCCc4ccc(Cl)cc4)nc(C)c3c2C)cc1,2.4,11,4,-3,-10,99,0.1,3.0,-2.8,-18,15

# 14 entries from above, arranged by SMILES length, rising:
SMILES,AddAB inh,PfHsp90 set2,HTR5A ag,Mot1-301 SUMO,PKA-R1A activ,DSG3 Ab inh,E coli growth,phage Ecoli inh,MOR-DOR ag,HTR5A inv ag,OPRM1-OPRD1 inv
O=C1C=C(Nc2ccc(F)cc2)c2ccccc2C1=O,2.5,32,2,-3,-3,118,-1.2,0.9,8.3,-6,-34
O=c1c(F)cn(C2CCCO2)c(=O)n1Cc1ccccc1Cl (centres undefined),1.4,4,0,-18,4,101,2.5,0.7,-0.6,20,3
CCCN1C(=O)/C(=C2/C=Cc3ccccc3N2CC)SC1=S,5.1,10,-8,-18,-8,99,1.5,1.6,-4.3,19,23
Cn1c(CNC(=O)c2ccco2)nnc1SCC(=O)c1ccccc1,-1.3,10,0,1,1,78,0.8,1.2,-2.0,-1,11
Cc1ccc(NC(=O)c2noc3c2CC(C(C)(C)C)CC3)cc1 (centres undefined),0.1,.,0,-10,-5,104,0.4,1.3,-0.7,-2,4
O=C(NCc1ccccc1)c1ccc(CS(=O)(=O)c2ccccc2)o1,2.2,5,-3,-5,13,.,-1.9,0.7,0.5,20,-3
Cc1cc(NC(=O)CC2CCCC2)n(-c2nc3ccccc3[nH]2)n1,-0.9,4,-1,23,1,96,-3.0,-0.5,-2.5,4,14
COc1ccc(CCNc2ncnc3c2c(C)c(C)n3CCCN(C)C)cc1OC,-0.1,-6,0,-3,3,97,-0.3,1.0,0.3,1,-1
Cc1ccc(-c2nc(CS(=O)CC(=O)NCCN3CCCC3)c(C)o2)cc1 (centres undefined),-1.1,3,1,2,7,112,2.1,3.3,0.7,4,-4
COc1ccc(NC(=O)c2c(NC(=O)CNCC(C)C)sc3c2CCC3)c(OC)c1,3.9,-7,3,6,5,107,-0.6,1.7,-3.2,12,15
CCN(CC)C(=O)Cn1cc(C(=O)C(=O)N2CCc3ccccc32)c2ccccc21,-0.5,6,-3,-9,1,114,0.0,1.5,-0.8,6,4
CCOC(=O)c1ccc(N2CCN(c3ccccc3F)CC2)c(NC(=O)Nc2ccccc2)c1,0.7,-3,6,0,-8,109,-1.3,3.0,1.2,7,-7
Cc1ccc(-n2nc3c(=O)n(CC(=O)NCCc4ccc(Cl)cc4)nc(C)c3c2C)cc1,2.4,11,4,-3,-10,99,0.1,3.0,-2.8,-18,15
O=C(Nc1ccccc1N1CCCC1)C1CCN(S(=O)(=O)c2cccc(C(F)(F)F)c2)CC1,-1.1,.,3,129,2,108,1.1,3.4,0.2,-9,-1

# Later entries:
SMILES,AddAB inh,PfHsp90 set2,HTR5A ag,Mot1-301 SUMO,PKA-R1A activ,DSG3 Ab inh,E coli growth,phage Ecoli inh,MOR-DOR ag,HTR5A inv ag,OPRM1-OPRD1 inv
CCOC(=O)C1CCCN(Cc2cn[nH]c2-c2ccc(F)cc2F)C1 (centres undefined),0.1,-3,3,3,0,96,0.7,-0.8,-1.9,7,9
NS(=O)(=O)c1ccc(NC(=O)CN2CCCc3ccccc32)cc1,0.5,5,3,-7,4,139,-3.0,1.0,-0.3,-12,2
CCc1ccc(-c2nnn(CCC(=O)OC)n2)cc1,4.3,-43,4,-7,6,.,1.3,3.1,-2.5,1,13
O=c1c2ccccc2nnn1Cc1ccc(F)cc1,2.0,-8,-2,7,-5,100,-1.3,2.1,-2.6,5,12
COC(=O)c1cc(COc2ccc3oc(C)c(C(=O)OC)c3c2)c(C)o1,0.9,6,5,6,-6,100,-0.4,1.4,1.6,-19,-9
NS(=O)(=O)c1ccc(N/N=C/c2ccc(O)cc2O)c([N+](=O)[O-])c1,1.1,-1,-7,-2,-4,81,1.6,-0.1,0.8,24,-4
COCCNC(=O)/C(C#N)=C/c1cccs1,0.1,14,-1,-6,6,100,-1.4,1.3,-0.1,-11,1
CCN(CC(=O)N1CCC(C)CC1)S(=O)(=O)c1ccc(C)cc1,-0.7,-10,1,7,-2,.,-0.2,1.6,1.0,8,-5
Cc1cccc(C)c1NC(=O)C(NC=O)c1ccccc1Cl (centres undefined),1.1,-26,2,1,1,.,-3.6,1.3,-3.7,13,19
CSc1ncccc1C(=O)NCC(c1cccs1)N1CCOCC1 (centres undefined),-1.2,19,0,15,8,114,-0.7,1.8,-1.8,0,9
CS(=O)(=O)N1CCN(C(=O)Cc2cccs2)CC1,-1.0,11,2,11,1,98,-1.5,2.0,-1.9,-21,10
COc1ccc(OCC(O)CNCCNc2nccc(C(F)(F)F)n2)cc1 (centres undefined),2.9,-27,9,141,-3,.,0.1,4.9,-2.8,-24,14
N#Cc1c(C(F)(F)F)cc(-c2cccs2)nc1SCc1cccnc1,0.8,-4,-2,12,9,106,1.4,1.7,2.0,-1,-12
CC(C)Cc1nnc(NC(=O)c2ccc3c(c2)NC(=O)C(C)S3)s1 (centres undefined),-4.0,-36,4,-3,1,111,1.8,3.3,-0.6,-12,3
COc1ccc2[nH]c(=O)c(CN(Cc3cccs3)Cc3nnnn3C(C)(C)C)cc2c1,-0.1,-9,9,-13,-10,107,-3.4,0.0,0.9,-23,-5
CC(C)CC(NS(=O)(=O)c1ccc2c(c1)oc(=O)n2C)C(=O)NC1CCCc2ccccc21 (centres undefined),2.3,-22,2,5,-12,99,0.1,2.7,4.3,-5,-25
O=C(COc1ccc([N+](=O)[O-])cc1)Nc1cccnc1,1.5,-8,2,259,-8,104,0.6,-0.1,-2.6,-5,13
Cc1cccc(C)c1NC(=O)CCS(=O)(=O)c1ccc(Br)cc1,2.0,11,-2,-20,-5,99,-2.6,-1.2,-2.0,9,10
CCS(=O)(=O)c1ccc2c(c1)NC(=O)C(CCCl)O2 (centres undefined),1.9,.,1,6,-2,112,1.1,2.2,-2.6,-2,13
O=C(/C=C/c1cc([N+](=O)[O-])ccc1OC(F)F)NCc1ccc(F)cc1,3.7,-25,-11,-1,-8,.,1.3,1.4,-3.5,28,15
CN=C(c1ccco1)n1c(=S)nc(-c2ccco2)n(C)c1=S,0.6,11,5,-26,6,95,0.5,0.5,-1.8,-16,10
Cc1cc(/C=C(\C#N)C(=O)Nc2ccc(F)cc2)c(C)n1-c1ccc(N2CCOCC2)c([N+](=O)[O-])c1,0.6,-20,-2,-17,1,105,-0.6,2.2,0.0,-26,0
Cc1ccc(N(C(=O)c2ccco2)C(C(=O)NC2CCCC2)c2cccnc2)cc1C (centres undefined),-1.8,9,1,1,0,.,-2.0,2.5,0.3,0,-2
COc1ccc(CNC(=O)COC(=O)C(CCSC)N2C(=O)c3ccccc3C2=O)cc1 (centres undefined),-0.7,9,-5,16,-7,101,-0.8,1.3,-1.6,-22,6
COC(=O)C1CSc2[nH]c(=O)sc2C1c1ccccc1 (centres undefined),1.1,-8,3,1,-3,93,-2.4,1.3,-3.2,-49,17
O=C(CSc1ccc(F)cc1)NNC(=O)c1ccccc1Br,-0.4,0,-1,-14,1,.,-0.2,2.2,-1.3,-27,7
CC(C)CC(NC(=O)C1CCCCC1)C(=O)NC(C)c1ccccc1 (centres undefined),-1.7,-2,1,18,-9,100,-4.3,2.1,0.9,-4,-4
COc1ccc(C2CC(C)=C(C#N)S(=O)(=O)C2C#N)cc1 (centres undefined),0.6,-6,-1,-10,9,94,-0.2,1.5,-2.5,-2,12
CCOc1ccccc1/C=N/Nc1ccccc1[N+](=O)[O-],-1.2,12,4,3,-9,93,-0.8,0.9,-0.6,-38,3
Cc1cc(O)c(C(C)C)cc1NS(=O)(=O)c1ccccc1,5.5,0,0,10,4,.,1.2,-0.1,-2.5,-7,13
Cn1cnnc1SCc1nc(N)nc(Nc2ccccc2)n1,1.5,-12,3,-1,-8,99,-1.3,1.6,-1.0,-8,6
